Source: PubChem (several laboratories)
TRPML3 agonist: human mucolipin-3 channel agonism. Q8TDD5. HEK293 TRPML3-YFP, Fluo-8 calcium fluorescence; 100% = the carbachol control signal. activation, % at 3 µM. 0.29% of 220,000 active;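 active = activation above its plate's cutoff, the mean activation of the plate's test wells plus 3 SD, cut at about 12% in these data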;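 also: 0% = DMSO only wells and 100% = carbachol wells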
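Test system – HEK293 line with stable expression of human TRPML3-YFP channel · Control set – carbachol 87 µM final as high control (100%), DMSO as low control (0%) · Signal – Fluo-8 calcium dye fluorescence, ex 470-495, em 515-575 nm · Incubation – 1-h 37 °C dye load, 5-s basal, 120-s post-compound reads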
S1P4 agonist: human S1P4 receptor agonism; O95977; S1P4-expressing cell line, agonist reporter assay; activation, % at 4.98 µM; 0.35% of 220,000 active; AID 1509; in the data active = activation above about 11%;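 also: 0% = DMSO vehicle and 100% = reference agonist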
Target sequence (O95977 whole entry, looked up): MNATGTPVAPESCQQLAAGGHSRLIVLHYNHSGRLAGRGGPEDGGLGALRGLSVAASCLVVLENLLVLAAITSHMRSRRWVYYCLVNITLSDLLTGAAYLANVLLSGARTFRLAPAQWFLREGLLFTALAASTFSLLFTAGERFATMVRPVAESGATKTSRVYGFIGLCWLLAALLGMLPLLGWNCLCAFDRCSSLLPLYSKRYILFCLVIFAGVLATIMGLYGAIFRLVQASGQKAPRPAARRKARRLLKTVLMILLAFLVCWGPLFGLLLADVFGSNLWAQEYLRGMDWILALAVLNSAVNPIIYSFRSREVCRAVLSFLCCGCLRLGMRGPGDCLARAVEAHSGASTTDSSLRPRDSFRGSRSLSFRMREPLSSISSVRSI
EP2 mod: modulates human prostaglandin E2 receptor EP2 signaling; P43116; EP2-expressing cells, cAMP HTRF FRET, PGE2 co-stimulation; AID 940; 0.83% of 260,000 active; induction, % at 25 µM;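 active = compounds whose cAMP rise, as percent of the full-agonist control response, exceeds 60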;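 also: rat C6 glioma line stably carrying human EP2 under a CMV promoter; the protocol text gives 20 µM as final concentration; 100% = response of wells given 1 µM PGE2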
Target sequence (P43116 whole entry, looked up): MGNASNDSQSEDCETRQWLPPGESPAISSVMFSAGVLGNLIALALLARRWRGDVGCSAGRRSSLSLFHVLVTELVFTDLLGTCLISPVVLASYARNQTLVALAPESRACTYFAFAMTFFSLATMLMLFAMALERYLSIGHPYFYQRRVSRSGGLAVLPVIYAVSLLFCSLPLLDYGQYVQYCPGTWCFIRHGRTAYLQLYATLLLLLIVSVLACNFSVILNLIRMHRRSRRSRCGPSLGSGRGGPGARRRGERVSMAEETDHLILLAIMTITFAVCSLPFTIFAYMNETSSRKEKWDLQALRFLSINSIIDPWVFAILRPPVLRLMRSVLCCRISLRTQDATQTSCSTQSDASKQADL
S1P4 antag: human S1P4 receptor antagonism | O95977 | S1P4-expressing cells, antagonist mode, reporter read-out | inhibition, % at 4.98 µM | 0.26% of 220,000 active | AID 1510; in the data active = inhibition above about 29%;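 also: 0% = wells stimulated with agonist and 100% = vehicle wells without agonist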
m-calpain inh: inhibitors of pig calpain II; purified calpain II, fluorogenic peptide substrate, 30 min; inhibition, % at 16 µM; 0.37% of 220,000 active; AID 1236;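 active = inhibition above about 50%, limit read from the data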
Ba/F3 V617F tox: lowers viability of Ba/F3 cells expressing EpoR and JAK2V617F. ATP luminescence. inhibition, % at 5.6 µM. 1.1% of 220,000 active. AID 1446;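 active = inhibition above the campaign mean plus 3 SD over all tested compounds, cut at about 24% in these data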;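 also: cytokine-independent growth of Ba/F3 cells driven by EpoR plus mutant JAK2; 0% = DMSO-treated cells and 100% = JAK inhibitor I control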
BaF3 tox: counter-screen for JAK2V617F inhibitors: parental Ba/F3 viability inhibitors; CellTiter-Glo ATP luminescence; inhibition, % at 5.6 µM; 1.1% of 220,000 active; AID 1486;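 active = inhibition above a per-campaign cutoff, the mean inhibition of all tested compounds plus 3 SD, cut at about 27% in these data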;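 also: 0% = DMSO wells and 100% = JAK Inhibitor I control wells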
TRPN1 ag: activates the zebrafish TRPN1 channel; 0.18% of 220,000 active; activation, % at 3 µM; AID 1424; HEK293 zebrafish TRPN1-YFP, Fluo-8 calcium fluorescence; 100% = response to 87 µM carbachol;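 active = activation above its plate's cutoff, the mean activation of test wells on that plate plus 3 SD, cut at about 19% in these data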;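 also: 0% = DMSO alone and 100% = 87 µM carbachol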
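Material: zebrafish TRPN1-YFP in HEK293 cells; Doses: single test compound dose, 3 µM nominal, 0.3% DMSO; Timing: dye loading 1 h at 37 °C, then 30 min room temperature; Technique: intracellular calcium fluorescence with Fluo-8; Benchmarks: high carbachol 87 µM, low DMSO alone.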
PERK inh: inhibitors of human PERK kinase; CHO PERK-DD fusion, SEAP luminescence translation reporter; inhibition, % at 5.6 µM; 0.17% of 220,000 active;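 active = inhibition above the mean inhibition of all tested compounds plus 3 SD, set separately per screening campaign, cut at about 2.9% in these data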;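 also: PERK kinase domain activated by AP20187 dimerizer at 100 nM; 0% = DMSO with dimerizer and 100% = rapamycin at 8.4 µM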
* marks the source's active call; other numbers are inactive results; & = joins results of further samples. This is a random part of the collection; 3.6% or so of the library scored in one or more.

Results for Cc1ccc(NC(=O)CN(C)S(=O)(=O)c2ccc(Br)s2)cc1F ?
TRPML3 agonist: 0.1; S1P4 agonist: -0.5; EP2 mod: -52; S1P4 antag: -6; m-calpain inh: 23; Ba/F3 V617F tox: 1; BaF3 tox: 2; TRPN1 ag: -1.8; PERK inh: -0.1

What do the screens show for `COc1ccc(-n2cc(C(=O)O)c(=O)cc2C)cc1`?
TRPML3 agonist: 0.2; S1P4 agonist: 0.1; EP2 mod: 3; S1P4 antag: -9; m-calpain inh: -34; Ba/F3 V617F tox: 2; BaF3 tox: 6; TRPN1 ag: 1.9; PERK inh: 1.0

Results for COCCNC(=O)c1sc2nc(-c3ccccc3)cn2c1C ?
TRPML3 agonist: 0.6; S1P4 agonist: -2.1; EP2 mod: -27; S1P4 antag: -14; m-calpain inh: 30; Ba/F3 V617F tox: 1; BaF3 tox: 2; TRPN1 ag: 1.2; PERK inh: -0.6

What do the screens show for `CCOc1ccccc1C(=O)N(CN1CCCC1=O)c1cccc(Cl)c1`?
TRPML3 agonist: -0.9; S1P4 agonist: 3.9; EP2 mod: -6; S1P4 antag: 1; m-calpain inh: 22; Ba/F3 V617F tox: 1; BaF3 tox: 1; TRPN1 ag: -1.4; PERK inh: 0.5

Results for Cc1ccc(OCC(=O)NCc2ccccn2)cc1 ?
TRPML3 agonist: 1.0; S1P4 agonist: -0.6; EP2 mod: 4; S1P4 antag: -2; m-calpain inh: -28; Ba/F3 V617F tox: -3; BaF3 tox: -1; TRPN1 ag: 0.9; PERK inh: 0.4

Results for O=C(Nc1ccc(Br)cc1)c1cccc(S(=O)(=O)Nc2cnc3ccccc3c2)c1 ?
TRPML3 agonist: 0.4; S1P4 agonist: 3.3; EP2 mod: -30; S1P4 antag: -5; m-calpain inh: -7; Ba/F3 V617F tox: 4; BaF3 tox: 9; TRPN1 ag: 1.0; PERK inh: 0.0

Results for O=C(O)CONC(=O)c1cc(OCC(F)(F)F)ccc1OCC(F)(F)F ?
TRPML3 agonist: 0.5; S1P4 agonist: -1.0; EP2 mod: 10; S1P4 antag: -1; m-calpain inh: -2; Ba/F3 V617F tox: -1; BaF3 tox: 7; TRPN1 ag: 0.0; PERK inh: 1.5

How did O=C(COc1ccccc1)Nc1ccc2c(c1)nc1n2CCOC1 do in these assays?
TRPML3 agonist: -0.3; S1P4 agonist: 1.9; EP2 mod: -13; S1P4 antag: -3; m-calpain inh: -62; Ba/F3 V617F tox: 0; BaF3 tox: 2; TRPN1 ag: 1.5; PERK inh: 0.7

What do the screens show for `O=C(O)c1cc(NN=Nc2ccc(Br)cc2)cc([N+](=O)[O-])c1`?
TRPML3 agonist: 0.4; S1P4 agonist: 2.2; EP2 mod: 2; S1P4 antag: 3; m-calpain inh: 60*; Ba/F3 V617F tox: 6; BaF3 tox: -2; TRPN1 ag: 2.5; PERK inh: -0.2

Results for COc1cccc(OCCNC(=O)c2ccccc2Sc2ccccc2C#N)c1 ?
TRPML3 agonist: 1.7; S1P4 agonist: -2.4; EP2 mod: -15; S1P4 antag: -16; m-calpain inh: 4; Ba/F3 V617F tox: 1; BaF3 tox: 6; TRPN1 ag: 1.4; PERK inh: -0.1

How did O=C(N/N=C/c1cccs1)c1cc(C2CC2)nc2ccccc12 do in these assays?
TRPML3 agonist: 0.4; S1P4 agonist: -0.5; EP2 mod: 9; S1P4 antag: -7; m-calpain inh: 31; Ba/F3 V617F tox: 2; BaF3 tox: 8; TRPN1 ag: -0.1; PERK inh: -0.2

What do the screens show for `O=C(CSCc1ccc(Cl)cc1)N/N=C/c1ccc(Cl)cc1Cl`?
TRPML3 agonist: 0.3; S1P4 agonist: -2.9; EP2 mod: -3; S1P4 antag: 4; m-calpain inh: 0; Ba/F3 V617F tox: -1; BaF3 tox: 1; TRPN1 ag: -0.1; PERK inh: 1.0

How did CCN(CC)c1cnn(C/C(=N\OC)c2ccc(Cl)cc2)c(=O)c1Br do in these assays?
TRPML3 agonist: -1.9; S1P4 agonist: 2.5; EP2 mod: 30; S1P4 antag: 3; m-calpain inh: 30; Ba/F3 V617F tox: 4; BaF3 tox: 4; TRPN1 ag: -2.6; PERK inh: -1.1

Results for CC(=O)c1cnc(Nc2nc(C)c3ccccc3n2)nc1C ?
TRPML3 agonist: 0.5; S1P4 agonist: -2.1; EP2 mod: 1; S1P4 antag: -3; m-calpain inh: 9; Ba/F3 V617F tox: -4; BaF3 tox: 1; TRPN1 ag: -1.0; PERK inh: -0.6

How did Cc1cccc(NC(=O)C2CC(=O)n3cnnc3S2)c1 (stereo not given) do in these assays?
TRPML3 agonist: -0.4; S1P4 agonist: 0.0; EP2 mod: -49; S1P4 antag: -13; m-calpain inh: 21; Ba/F3 V617F tox: -4; BaF3 tox: 1; TRPN1 ag: -0.8; PERK inh: 0.2

How did O=C(Nc1ccc(NC(=O)c2cccs2)cc1)c1ccc2c(c1)OCCO2 do in these assays?
TRPML3 agonist: 0.7; S1P4 agonist: 0.5; EP2 mod: -14; S1P4 antag: -8; m-calpain inh: -22; Ba/F3 V617F tox: 2; BaF3 tox: -1; TRPN1 ag: 4.1; PERK inh: -1.0

What do the screens show for `Cc1ccc(Nc2nc(CSc3nnnn3-c3ccccc3)cc(=O)[nH]2)cc1`?
TRPML3 agonist: -1.1; S1P4 agonist: -1.1; EP2 mod: -4; S1P4 antag: -9; m-calpain inh: -15; Ba/F3 V617F tox: -1; BaF3 tox: 6; TRPN1 ag: -0.7; PERK inh: -0.4

What do the screens show for `CC1NC(C)(C)Cc2c1ccc1ccccc21` (stereo not given)?
TRPML3 agonist: 1.6; S1P4 agonist: -1.1; EP2 mod: -62&-14; S1P4 antag: 3; m-calpain inh: -10; Ba/F3 V617F tox: 0; BaF3 tox: 0; TRPN1 ag: 0.3; PERK inh: -0.3

Results for CCOC(=O)c1[nH]c(C)c(C(=O)OCc2c(C)noc2C)c1C ?
TRPML3 agonist: -1.1; S1P4 agonist: -0.7; EP2 mod: -10; S1P4 antag: -2; m-calpain inh: -33; Ba/F3 V617F tox: 5; BaF3 tox: 7; TRPN1 ag: -0.7; PERK inh: -1.5

What do the screens show for `O=C(CCc1ccc(S(=O)(=O)N2CCCCC2)cc1)c1nnc(-c2ccccc2)o1`?
TRPML3 agonist: 11; S1P4 agonist: 0.4; EP2 mod: 39; S1P4 antag: -14; m-calpain inh: -14; Ba/F3 V617F tox: -6; BaF3 tox: 1; TRPN1 ag: -0.5; PERK inh: 0.2

Results for O=C(Nc1ccccc1)C(c1ccccc1)C1CCCC1 (stereo not given) ?
TRPML3 agonist: 0.4; S1P4 agonist: 4.0; EP2 mod: 5; S1P4 antag: -9; m-calpain inh: 6; Ba/F3 V617F tox: -1; BaF3 tox: 8; TRPN1 ag: -1.8; PERK inh: 1.0

Results for CSc1cnc2c(=O)[nH]c(=O)n(C)c2n1 ?
TRPML3 agonist: 0.9; S1P4 agonist: 0.6; EP2 mod: 17; S1P4 antag: -11; m-calpain inh: 29; Ba/F3 V617F tox: 4; BaF3 tox: 2; TRPN1 ag: -0.3; PERK inh: -0.3

How did Cc1cc(C=C2C(=O)c3ccccc3C2=O)c(C)n1-c1ccc(C(=O)O)cc1 do in these assays?
TRPML3 agonist: -0.1; S1P4 agonist: 0.8; EP2 mod: -40; S1P4 antag: 12; m-calpain inh: 29; Ba/F3 V617F tox: -1; BaF3 tox: 3; TRPN1 ag: 0.6; PERK inh: 0.5

Results for CCOC(=O)CN1CCS(=O)(=O)CC1 ?
TRPML3 agonist: 1.1; S1P4 agonist: 0.7; EP2 mod: 3; S1P4 antag: 23; m-calpain inh: 3; Ba/F3 V617F tox: 2; BaF3 tox: 3; TRPN1 ag: 0.7; PERK inh: 0.8

What do the screens show for `CCc1ccc(NS(=O)(=O)c2ccc3[nH]cc(C(=O)NCC4CCCO4)c(=O)c3c2)cc1` (stereo not given)?
TRPML3 agonist: 0.3; S1P4 agonist: 1.4; EP2 mod: -27; S1P4 antag: 6; m-calpain inh: -54; Ba/F3 V617F tox: -1; BaF3 tox: 1; TRPN1 ag: 0.6; PERK inh: 0.7

How did CN(C)NC(=S)Nc1ccc2nc(-c3ccccn3)c(-c3ccccn3)nc2c1 do in these assays?
TRPML3 agonist: 0.6; S1P4 agonist: 2.1; EP2 mod: -5; S1P4 antag: -6; m-calpain inh: -107; Ba/F3 V617F tox: 0; BaF3 tox: 4; TRPN1 ag: 0.7; PERK inh: -0.2

How did CC1(C)CC(NC(=O)C(=O)NCCc2ccc(Cl)cc2)CC(C)(C)N1 do in these assays?
TRPML3 agonist: 1.5; S1P4 agonist: -0.6; EP2 mod: -15; S1P4 antag: 0; m-calpain inh: 7; Ba/F3 V617F tox: 3; BaF3 tox: 4; TRPN1 ag: 1.7; PERK inh: 0.5

Results for CCOC(=O)/C(=C/c1ccccc1)NC(=O)c1ccco1 ?
TRPML3 agonist: 0.9; S1P4 agonist: 2.1; EP2 mod: 24; S1P4 antag: -11; m-calpain inh: 43; Ba/F3 V617F tox: 1; BaF3 tox: 5; TRPN1 ag: 1.3; PERK inh: 0.0

What do the screens show for `Cc1ccccc1-n1c(-c2ccc3ccccc3n2)n[nH]c1=S`?
TRPML3 agonist: 0.4; S1P4 agonist: -0.5; EP2 mod: 5; S1P4 antag: -10; m-calpain inh: 0; Ba/F3 V617F tox: -1; BaF3 tox: 0; TRPN1 ag: -2.8; PERK inh: 0.5

Results for Cc1[nH]c2ccccc2c1C1(O)C(=O)N(C(C)C)c2ccccc21 (stereo not given) ?
TRPML3 agonist: -0.1; S1P4 agonist: 0.2; EP2 mod: -12; S1P4 antag: 6; m-calpain inh: -26; Ba/F3 V617F tox: -4; BaF3 tox: 1; TRPN1 ag: -1.2; PERK inh: 0.3

How did COc1ccc(NC(=O)Cn2c(=O)n(-c3ccccc3)c(=O)c3sccc32)c(OC)c1 do in these assays?
TRPML3 agonist: -0.1; S1P4 agonist: 1.8; EP2 mod: 20; S1P4 antag: -20; m-calpain inh: -16; Ba/F3 V617F tox: -3; BaF3 tox: 4; TRPN1 ag: -1.0; PERK inh: 0.0

How did CCn1c(N2CCN(C(=S)NCCc3ccccc3)CC2)nc2ccccc21 do in these assays?
TRPML3 agonist: 1.6; S1P4 agonist: 0.0; EP2 mod: -19; S1P4 antag: -45; m-calpain inh: 1; Ba/F3 V617F tox: 4; BaF3 tox: 7; TRPN1 ag: 0.2; PERK inh: -0.9

How did CCOC(=O)Nc1ccc(NC(=O)c2c(OC)cccc2OC)cc1 do in these assays?
TRPML3 agonist: 0.9; S1P4 agonist: -1.5; EP2 mod: 8; S1P4 antag: 13; m-calpain inh: 12; Ba/F3 V617F tox: -3; BaF3 tox: 7; TRPN1 ag: 0.0; PERK inh: 1.8
